Compound activity as filed in PubChem BioAssay.
SENP8 block – SENP8 (human) protease inhibition. recombinant SENP8, Nedd8 substrate fluorescence. inhibition, % at 20 µM. actives 0.64% (n = 360,000); in the data active means inhibition mostly above about 40%, no sharp cut-off; inactive means mostly below about 27%
Target sequence (Q96LD8 whole entry, looked up): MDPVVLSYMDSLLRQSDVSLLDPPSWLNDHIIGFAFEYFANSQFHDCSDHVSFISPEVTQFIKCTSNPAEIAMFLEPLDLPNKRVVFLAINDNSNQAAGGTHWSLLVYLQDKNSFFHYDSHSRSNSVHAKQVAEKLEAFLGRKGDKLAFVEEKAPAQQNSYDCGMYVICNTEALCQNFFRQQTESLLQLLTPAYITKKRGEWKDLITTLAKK
hIAP act – increases human intestinal alkaline phosphatase activity. AID 2524. purified human IAP, CDP-Star luminescence, 30 min; active compounds read high; 1 = vehicle-only enzyme, 0 = enzyme-free background. activation factor at 10 µM. P09923. actives 0.16% (n = 330,000);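 active means activation factor of the enzyme at least 2-fold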; further: the source names both 10 and 20 µM as test concentration; values of inactives mirror those of a sister screen read the other way
MPTP block – permeability transition pore inhibition; actives 1.4% (n = 360,000); isolated mouse mitochondria, Ca2+ swelling absorbance, 30 min; AID 602449; inhibition, % at 10 µM;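 active means inhibition of 50% or more, scaled per plate between neutral and stimulator controls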;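 further: 0% = DMSO wells given calcium and 100% = 1 mM EGTA wells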
PfGluPho inh – PfG6PD (Plasmodium falciparum) enzyme inhibition; PfGluPho enzyme, NADPH resazurin-diaphorase fluorescence; inhibition, % at 20 µM; actives 0.78% (n = 350,000);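 active means inhibition reaching at least a set limit at 20 µM in the primary screen, cut at about 59% in these data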;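 further: 0% = DMSO wells with substrate and 100% = DMSO wells lacking glucose-6-phosphate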
SENP6 inh – blocks the human protease SENP6. Q9GZR1. Recombinant SENP6 catalytic domain, aminoluciferin luminescence. inhibition, % at 10 µM. actives 1.8% (n = 330,000). AID 2599;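 active means inhibition above about 50% at the single tested dose, limit read from the data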;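 further: plate controls were DMSO wells with enzyme for no effect and DMSO wells lacking enzyme for full effect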
Target sequence (Q9GZR1 628-1112 limits assumed): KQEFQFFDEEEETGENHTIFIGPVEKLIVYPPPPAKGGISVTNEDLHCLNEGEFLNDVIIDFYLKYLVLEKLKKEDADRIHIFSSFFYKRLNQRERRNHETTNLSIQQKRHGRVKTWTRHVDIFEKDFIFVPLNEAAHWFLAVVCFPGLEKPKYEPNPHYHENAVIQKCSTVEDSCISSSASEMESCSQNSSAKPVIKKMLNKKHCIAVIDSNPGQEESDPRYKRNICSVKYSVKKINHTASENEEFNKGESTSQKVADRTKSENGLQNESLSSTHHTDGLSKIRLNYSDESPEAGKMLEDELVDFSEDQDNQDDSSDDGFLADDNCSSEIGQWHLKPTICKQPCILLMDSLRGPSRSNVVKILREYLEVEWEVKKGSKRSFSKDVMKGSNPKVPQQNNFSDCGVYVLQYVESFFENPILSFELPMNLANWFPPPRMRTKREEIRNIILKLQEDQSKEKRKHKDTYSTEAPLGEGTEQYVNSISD
ATG4B inh – inhibitors of human ATG4B cysteine protease. Q9Y4P1. ATG4B cleavage of LC3-PLA2, NBD-HPC fluorescence, 1 h. inhibition, % at 8.33 µM. actives 0.51% (n = 340,000). AID 504462; in the data active means inhibition above about 40%
Target sequence (Q9Y4P1 whole entry, looked up): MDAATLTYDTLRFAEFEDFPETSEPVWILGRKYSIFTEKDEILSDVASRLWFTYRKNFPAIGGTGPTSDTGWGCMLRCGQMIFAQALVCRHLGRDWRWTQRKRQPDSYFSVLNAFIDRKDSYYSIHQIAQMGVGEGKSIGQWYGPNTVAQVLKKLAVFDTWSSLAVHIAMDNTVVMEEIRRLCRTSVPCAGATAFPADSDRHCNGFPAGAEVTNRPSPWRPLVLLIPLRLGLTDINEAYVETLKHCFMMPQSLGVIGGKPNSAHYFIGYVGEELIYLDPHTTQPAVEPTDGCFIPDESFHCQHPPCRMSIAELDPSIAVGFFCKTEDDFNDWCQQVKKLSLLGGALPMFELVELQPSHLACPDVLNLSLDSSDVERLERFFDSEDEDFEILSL
SENP1 inh – SENP1 (human) catalytic domain inhibition; inhibition, % at 10 µM; Q9P0U3; recombinant SENP1 catalytic domain, CyPet-SUMO1-YPet FRET cleavage; actives 0.21% (n = 360,000);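 active means inhibition at least 30% at 10 µM, raw YFP signal under a set limit, fluorescence ratio 0.5 to 1.5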;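 further: 0% = enzyme with DMSO and 100% = no enzyme wells; some results filed as inactive read as strong as hits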
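Material: hSENP1 catalytic domain, recombinant; medium: Tris pH 8 with BME, BSA, NP40 and catalase; compound: single concentration of 10 µM compound, 0.5% DMSO final; technique: FRET read of cyan and yellow fluorescence; timing: 50 min enzyme reaction, room temperature, light-protected; reagent: SFCypet-SUMO1-SFYpet substrate at 25 nM; control set: no-enzyme low, enzyme-DMSO high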
GRIN3A LBD mod – modulators (binders) of human NR3A ligand-binding domain; Tm shift relative to glycine control, % at 25 µM; AID 1259313; actives 2.5% (n = 340,000); NR3A LBD differential scanning fluorimetry, Tm shift; 0% = protein alone, 100% = glycine-bound protein;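 active means melting temperature shift of at least 10% of the positive control shift, at one fixed dose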
An asterisk follows results filed as active; i = inactive; · = no result given. This is a random part of the collection, and some 6.7% of all compounds hit somewhere here.

(1) CCOc1ccc(NS(=O)(=O)c2ccc(Cl)c(N=Nc3c(O)[nH]c(=S)[nH]c3=O)c2)cc1Br
(2) Cc1ccnc(NC(NC(=O)C(C)C)(C(F)(F)F)C(F)(F)F)c1
(3) COc1cc(NC(=S)NCCc2ccccc2)c(OC)cc1NC(=O)CC(C)C
(4) OCCN1CCN(C(=S)c2ccc(Cl)cc2)CC1
(5) O=C(COC(=O)c1ccccc1C(=O)c1ccc(Cl)cc1)NCCc1ccccc1
(6) CC(c1ccc(F)cc1)n1cc(C(=O)NCc2ccccn2)nn1 (configuration not stated)
(7) O=C(c1cc2ccccc2oc1=O)N(Cc1cccs1)CC1CCCO1 (configuration not stated)
(8) CCc1nc2c(oc3ccccc32)c(=O)[nH]1
Screen / compound no.,1,2,3,4,5,6,7,8
SENP8 block,40*,16,8,17,3,14,3,14
hIAP act,·,0.93,1,1.3,0.79,0.85,0.95,0.94
MPTP block,3.4,-0.3,1.7,1.2,2.1,1.2,0.2,-1.6
PfGluPho inh,-29,28,-12,56,51,4,-13,13
SENP6 inh,·,1,-7,5,9,-2,-2,18
ATG4B inh,·,-3,3,3,-1,-13,-8,-3
SENP1 inh,1,2,0,1,3,0,0,2
GRIN3A LBD mod,·,-3,-1,2,-8,0,-3,2

(9) Cc1cc(C)c(S(=O)(=O)c2ccccc2)c(OC(=O)c2cc(F)c(F)cc2Cl)n1
(10) O=C(CCNS(=O)(=O)c1ccc(Br)cc1)NCC1CCCO1 (configuration not stated)
(11) COC(=O)c1ccccc1NC(=O)c1ccc(NC(=O)C2CCCO2)cc1 (configuration not stated)
(12) CCN(C(=O)COC(=O)c1cc(-c2cccs2)nc2ccccc12)C1CCS(=O)(=O)C1 (configuration not stated)
(13) CCc1ccc(NC(=O)C2CCCN(S(=O)(=O)c3c(C)[nH]c(=O)[nH]c3=O)C2)cc1 (configuration not stated)
(14) NC(=O)C1CCN(CCC(=O)Nc2cccc(Cl)c2)CC1
(15) O=C(c1cnc2n(c1=O)CCS2)N(c1ccccc1)C1CCCCC1
(16) COC(=O)c1cccc(NC(=O)CCCN2C(=O)NC3(CCCC3)C2=O)c1
Screen / compound no.,9,10,11,12,13,14,15,16
SENP8 block,-15,9,-41,-451,3,10,5,8
hIAP act,1.1,0.95,1.2,1.1,1.1,1.1,0.92,0.95
MPTP block,-1.2,-0.7,0.5,-1.9,-0.9,1.1,-1.3,-3.0
PfGluPho inh,10,-8,-7,10,-18,13,-9,3
SENP6 inh,6,0,-13,-28,0,0,-2,1
ATG4B inh,17,-10,0,-49,16,0,0,-5
SENP1 inh,2,1,2,-17,1,0,2,1
GRIN3A LBD mod,-19,0,-1,-1,-2,2,0,2

Some of the entries so far, field by field.
11. COC(=O)c1ccccc1NC(=O)c1ccc(NC(=O)C2CCCO2)cc1 (configuration not stated)
  SENP8 block: -41
  hIAP act: 1.2
  MPTP block: 0.5
  PfGluPho inh: -7
  SENP6 inh: -13
  ATG4B inh: 0
  SENP1 inh: 2
  GRIN3A LBD mod: -1
12. CCN(C(=O)COC(=O)c1cc(-c2cccs2)nc2ccccc12)C1CCS(=O)(=O)C1 (configuration not stated)
  SENP8 block: -451
  hIAP act: 1.1
  MPTP block: -1.9
  PfGluPho inh: 10
  SENP6 inh: -28
  ATG4B inh: -49
  SENP1 inh: -17
  GRIN3A LBD mod: -1
13. CCc1ccc(NC(=O)C2CCCN(S(=O)(=O)c3c(C)[nH]c(=O)[nH]c3=O)C2)cc1 (configuration not stated)
  SENP8 block: 3
  hIAP act: 1.1
  MPTP block: -0.9
  PfGluPho inh: -18
  SENP6 inh: 0
  ATG4B inh: 16
  SENP1 inh: 1
  GRIN3A LBD mod: -2
14. NC(=O)C1CCN(CCC(=O)Nc2cccc(Cl)c2)CC1
  SENP8 block: 10
  hIAP act: 1.1
  MPTP block: 1.1
  PfGluPho inh: 13
  SENP6 inh: 0
  ATG4B inh: 0
  SENP1 inh: 0
  GRIN3A LBD mod: 2

The results go on.
(17) Cc1ccsc1/C=N/Nc1nc2ccccc2s1
(18) O=C(NCCCN1CCCC1=O)c1ccc(CNS(=O)(=O)c2ccc(F)cc2)cc1
(19) COc1cc(-c2cc(N)n(S(=O)(=O)c3ccccc3)n2)cc(OC)c1OC
(20) C[C@H]1C=C(C(=O)O)O[C@@H](OCc2ccc(CO)cc2)C1
(21) COC(=O)c1cc(CNC(=O)Cc2ccsc2)ccc1OC
(22) CCCNC(=O)C[C@H]1C[C@H]2c3cc(NC(=O)Nc4ccc(F)cc4)ccc3O[C@H]2[C@@H](CO)O1
(23) O=C(O)C1CCCCC1C(=O)NCCc1cccc(Cl)c1 (configuration not stated)
(24) O=C(NCc1ccncc1)C(F)(F)C(F)(F)C(=O)NCc1ccncc1
Screen / compound no.,17,18,19,20,21,22,23,24
SENP8 block,-173,15,15,1,1,-3,14,17
hIAP act,1.3,1.1,1,0.94,0.9,·,0.92,1
MPTP block,7.5,-1.5,-0.2,-2.2,-0.5,-0.3,0.3,-4.7
PfGluPho inh,25,-3,4,12,5,9,-12,-22
SENP6 inh,87*,-24,-9,-20,2,·,7,12
ATG4B inh,3,-1,-12,-1,-6,·,0,8
SENP1 inh,-3,2,1,1,-3,-1,4,2
GRIN3A LBD mod,24*,0,2,0,0,·,3,4

(25) CC(=O)Nc1ccc(S(=O)(=O)NCC(=O)OCC(=O)N2CCCCCC2)cc1
(26) COc1cc(/C=N\NC(=O)c2ccc(C)nc2)ccc1OC(=O)c1ccco1
(27) COC(=O)c1ccc(CSc2nc3c(cnn3-c3ccc(C)cc3)c(=O)[nH]2)o1
(28) C=C(C)CNC(=S)Nc1cccc(N)n1
(29) Cc1ccc(S(=O)(=O)N2[C@@H](c3ccc(F)cc3)C(C(=O)O)=CC[C@H]2c2cccc(C)c2)cc1
(30) O=C(COC(=O)CNC(=O)C1CCCCC1)NCc1ccccc1
(31) COc1ccc(NC(=O)NNC(=O)C(O)(c2ccccc2)c2ccccc2)cc1
(32) COc1ccc(N=Cc2cc(Cc3ccccc3Cl)cc([N+](=O)[O-])c2O)cc1OC
Screen / compound no.,25,26,27,28,29,30,31,32
SENP8 block,-1,13,19,17,1,0,9,31
hIAP act,1.1,1.1,1.1,·,1,1.1,1.4,0.85
MPTP block,0.0,-0.6,3.7,3.2,1.8,-0.3,-0.6,62*
PfGluPho inh,-3,-10,0,24,-24,-1,8,22
SENP6 inh,5,-6,-1,·,-4,4,-13,45
ATG4B inh,-40,-3,2,-15,1,-2,0,94*
SENP1 inh,-1,3,0,0,0,0,1,10
GRIN3A LBD mod,3,0,-11,1,-1,-1,1,-2

(33) Cc1cc(N2CCCC2)ccc1NC(=O)CN1C(=O)NC2(CCCCC2)C1=O
(34) O=c1c2c(-c3ccc([N+](=O)[O-])cc3)csc2nc2n1CCC2
(35) CC(SCc1cc(=O)n2c([nH]c3ccccc32)c1C#N)C(=O)O (configuration not stated)
(36) Cc1ccc(C)n1N1C(=O)/C(=C\c2ccc(Cl)cc2)SC1=S
(37) COc1ccc(C(O)Cc2nccn2C)cc1 (configuration not stated)
(38) Cc1cc(OCC(=O)OC(C)C(=O)Nc2ccc(N3CCOCC3)cc2)ccc1Cl (configuration not stated)
(39) COc1ccc(C/C(C)=N/NC(=S)Nc2ccc(C)c(C)c2)cc1
(40) Cc1cc(-c2nc3ccccc3s2)ccc1N
Screen / compound no.,33,34,35,36,37,38,39,40
SENP8 block,2,27,-434,24,4,13,15,i
hIAP act,1,0.87,0.9,1,0.94,1,0.95,·
MPTP block,-0.4,1.4,-2.6,2.3,3.2,1.4,0.2,2.5
PfGluPho inh,17,37,-9,3,8,5,13,-6
SENP6 inh,-6,5,-6,-2,8,-4,-8,·
ATG4B inh,10,5,4,-1,-13,-57,-9,-5
SENP1 inh,0,0,-70,2,-1,5,1,-28
GRIN3A LBD mod,-2,0,-2,-3,4,0,-4,-21

4 successive compounds from above, quoted:
(37) COc1ccc(C(O)Cc2nccn2C)cc1 (configuration not stated)
(38) Cc1cc(OCC(=O)OC(C)C(=O)Nc2ccc(N3CCOCC3)cc2)ccc1Cl (configuration not stated)
(39) COc1ccc(C/C(C)=N/NC(=S)Nc2ccc(C)c(C)c2)cc1
(40) Cc1cc(-c2nc3ccccc3s2)ccc1N
Screen / compound no.,37,38,39,40
SENP8 block,4,13,15,i
hIAP act,0.94,1,0.95,·
MPTP block,3.2,1.4,0.2,2.5
PfGluPho inh,8,5,13,-6
SENP6 inh,8,-4,-8,·
ATG4B inh,-13,-57,-9,-5
SENP1 inh,-1,5,1,-28
GRIN3A LBD mod,4,0,-4,-21

New compounds follow.
(41) CCN(Cc1ccccc1)C(c1cccc(C#N)c1)c1nnnn1C(C)(C)C (configuration not stated)
(42) CC12CCC3c4cc(CN5CCOCC5)c(O)cc4CCC3C1CCC2=O (configuration not stated)
(43) Cc1nn(C)c(=O)n1N(C)c1ncc(C(F)(F)F)cc1Cl
(44) COc1ccccc1-c1cn(C(C)(C)C)nc1C
(45) COc1ccc2nc(NC(=O)C3CCN(S(=O)(=O)c4cccc5nsnc45)CC3)sc2c1
(46) Cc1cc(C)c(C#N)c(SCC(=O)CC(=O)OC(C)C)n1
(47) COc1cc(NC(=O)c2ccc3snnc3c2)cc(OC)c1
(48) O=C(Nc1cccc([N+](=O)[O-])c1)N1CCCCCC1
Screen / compound no.,41,42,43,44,45,46,47,48
SENP8 block,13,5,-9,11,4,-293,5,10
hIAP act,0.88,·,1.1,1,1,1.1,1.1,0.87
MPTP block,1.1,-1.3,-0.5,-0.5,-0.6,-3.3,4.2,-1.2
PfGluPho inh,6,5,-4,-3,0,25,38,3
SENP6 inh,-9,·,-10,1,-8,-12,-10,-3
ATG4B inh,8,-4,-5,3,-15,5,-5,-1
SENP1 inh,2,0,-108,1,-6,-117,1,0
GRIN3A LBD mod,3,-1,0,-1,0,-3,19*,-1

(49) COc1ccc(S(=O)(=O)N(C)C[C@H]2Oc3ccc(NC(=O)Nc4c(C)noc4C)cc3C(=O)N([C@H](C)CO)C[C@@H]2C)cc1
(50) COC(=O)[C@]1(Cc2ccccc2)N[C@H](CN(C)S(=O)(=O)c2ccc(OC(F)(F)F)cc2)[C@@H]2C(=O)N(C)C(=O)[C@@H]21
(51) COc1ccc(C)cc1N(CC(N)=O)S(=O)(=O)c1ccc(C)cc1
(52) O=C(O)[C@H]1CCCC[C@H]1C(=O)NCCc1ccccc1
(53) COc1cc(CNCCSc2nnnn2C)cc(Br)c1OCc1ccccc1F
(54) CCOc1cccc(-c2cc(-c3n[nH]c(=S)n3CC)c3ccccc3n2)c1
(55) COc1cccc(/C=N/NC(=O)c2ccc(=O)[nH]n2)c1O
(56) C/C=C(/C)C(=O)OC1CC(C)(C)C[C@H]2C3=CC[C@@H]4[C@@]5(C)CCC(O[C@@H]6O[C@@H](C(=O)O)[C@@H](O)C(O[C@@H]7OC[C@H](O)[C@@H](O)[C@@H]7O[C@@H]7OC(CO)C(O)[C@@H](O)[C@@H]7O)C6O[C@@H]6OC(CO)C(O)C(O)C6O)[C@@](C)(CO)[C@@H]5CC[C@]4(C)[C@]3(C)CC(O)[C@@]12CO (some centres not stated)
(57) O=C1C2C3C=CC(C3)C2C(=O)N1Nc1ccccc1 (configuration not stated)
(58) Cc1ccc(C2CC(=O)NC3=C2C(=O)CCC3)cc1Br (configuration not stated)
Screen / compound no.,49,50,51,52,53,54,55,56,57,58
SENP8 block,6,1,32,7,14,-68,20,1,16,11
hIAP act,0.9,1.1,0.94,0.95,1.1,1.3,2.4*,0.98,0.98,1.2
MPTP block,-1.5,-1.7,-1.1,-2.3,6.5,0.3,0.4,0.3,0.6,4.7
PfGluPho inh,7,8,11,-5,-7,29,-25,-1,-12,-11
SENP6 inh,-15,17,0,-5,1,-4,44,-3,-6,-3
ATG4B inh,-1,1,-11,-3,-4,-2,6,8,2,5
SENP1 inh,1,1,1,2,1,4,5,0,0,0
GRIN3A LBD mod,-2,-3,0,0,0,-4,0,-1,0,-3
